# SRC3 TRFRET art: flags TR-FRET format artefacts in PPARgamma SRC-3 recruitment agonist screen. TR-FRET artefact counter-screen, PPARgamma/SRC-3 format; active compounds read high. TR-FRET ratio at 8 µM. 99,000 compounds, 0.39% hits. AID 1048; in the data active = TR-FRET ratio above about 2000; note: inactives centre near 1600; reference of the scale not given here
# SRC1 TRFRET art: counter-screen for PPARgamma SRC-1 recruitment agonists: TR-FRET artefact; TR-FRET detection artefact counter-screen, emission ratio; active compounds read high; TR-FRET ratio at 8 µM; 99,000 compounds, 0.34% hits; in the data active = TR-FRET ratio above about 2300; note: inactives centre near 1800; reference of the scale not given here
# Numbers without * were called inactive.
# Every second line gives: SRC3 TRFRET art, SRC1 TRFRET art
CCOC(=O)C1(Cc2cccc(Cl)c2)CCCN(C(=O)c2cccc(C)n2)C1 (stereo unspecified)
    1551, 1874
COc1ccc(OCc2nnc(SCC(=O)N3CCOCC3)o2)cc1
    1671, 1570
CC(C)C(=O)O/N=C1\CCS(=O)(=O)c2sccc21
    1691, 1638
O=C(c1ccc(S(=O)(=O)N2CCCCCC2)cc1)N(c1ccccn1)C1CCCCC1
    1506, 1871
Cc1ccc(C(=O)N(CC(=O)NC2CCCCC2)c2ccccc2F)s1
    1627, 1824
COc1cc2c(cc1NC(=O)Cc1ccc(C)cc1)oc1ccccc12
    1514, 1647
C=C1C(C(=O)Nc2ccc(OCC)cc2)C1C(=O)Nc1ccc(OCC)cc1 (stereo unspecified)
    1548, 1759
CC12COC3(C(=O)Nc4ccc([N+](=O)[O-])cc4)CC1CCC32C (stereo unspecified)
    1575, 1723
COC(=O)c1c(N)n(-c2ccc(NC(C)=O)cc2)c2nc3ccccc3nc12
    1727, 1962
O=C(CC1C(=O)NCCN1C/C=C/c1ccccc1)NCCc1ccncc1 (stereo unspecified)
    1662, 2093
O=C(CSc1ccc(-c2cccs2)nn1)N1CCCCC1
    1726, 1633
CC(=O)Cc1nsc(NC(=O)c2ccc(-c3ccc(Cl)c(Cl)c3)o2)n1
    1692, 1996
S=C(NCc1cccs1)Nc1cccc(Cl)c1Cl
    1450, 1651
C/C=C/c1ccc(OCCCCOc2ccc(OC)cc2)c(OC)c1
    1793, 1552
O=C(CSc1ncnc2c1sc1ccccc12)Nc1ccc(Br)cc1
    1797, 2104
CCOC(=O)C1CCCN(C(=S)Nc2cccc(Cl)c2)C1 (stereo unspecified)
    1729, 1907
CCOc1ccccc1NC(=O)/C(C#N)=C/c1c(C)nn(-c2ccc(F)cc2)c1Cl
    1640, 1785
O=C(COC(=O)c1cc(Br)ccc1Cl)NC1CCCC1
    1653, 1814
Cc1cccc(NC(=S)NNC(=O)c2ccc(O)cc2O)c1C
    1541, 1839
COc1ccccc1C1CC(c2ccc(NS(C)(=O)=O)cc2)=NN1C(=O)c1ccccc1 (stereo unspecified)
    1349, 1771
C/C(=N\NC(=O)C1COc2ccccc2O1)c1ccc(Cl)s1 (stereo unspecified)
    1612, 1779
CC(C)=C1C2CCC1C1C(=O)N(CCc3ccccc3)C(=O)C21 (stereo unspecified)
    1356, 1772
CCCCNC(=O)N1CCN(c2ccccc2OC)CC1
    1892, 1824
CC1(C)CC(=O)C(C=Nc2ccc(C(=O)c3ccccc3)cc2N=CC2=C(O)CC(C)(C)CC2=O)=C(O)C1
    1708, 2008
FC(F)Oc1ccc(NC(=S)NCc2nc3ccccc3[nH]2)cc1
    1601, 1864
OCCCCNCc1cc(Br)ccc1OCc1ccccc1
    1731, 1770
CCN1C(=O)N/C(=C/c2cc(C)n(Cc3ccccc3)c2C)C1=O
    1694, 1772
O=c1cc(Cc2ccccc2)[nH]c(=S)[nH]1
    1564, 1648
Cc1ccc(NS(=O)(=O)c2cc(C(=O)Nc3cccc(N(C)S(C)(=O)=O)c3)ccc2C)c(C)c1
    1524, 1852
CC(=O)n1nc(-c2cccnc2)nc1NCc1cccs1
    1492, 1857

# Individual results from above.
# Result for `CCCCNC(=O)N1CCN(c2ccccc2OC)CC1` in SRC3 TRFRET art: 1892
# Result for `COc1ccccc1C1CC(c2ccc(NS(C)(=O)=O)cc2)=NN1C(=O)c1ccccc1` (stereo unspecified) in SRC3 TRFRET art: 1349

# Sorted by length of the SMILES (ascending): 6 of the compounds above
# Every second line gives: SRC3 TRFRET art, SRC1 TRFRET art
S=C(NCc1cccs1)Nc1cccc(Cl)c1Cl
    1450, 1651
O=C(CSc1ccc(-c2cccs2)nn1)N1CCCCC1
    1726, 1633
O=C(CC1C(=O)NCCN1C/C=C/c1ccccc1)NCCc1ccncc1 (stereo unspecified)
    1662, 2093
CC12COC3(C(=O)Nc4ccc([N+](=O)[O-])cc4)CC1CCC32C (stereo unspecified)
    1575, 1723
COc1ccccc1C1CC(c2ccc(NS(C)(=O)=O)cc2)=NN1C(=O)c1ccccc1 (stereo unspecified)
    1349, 1771
Cc1ccc(NS(=O)(=O)c2cc(C(=O)Nc3cccc(N(C)S(C)(=O)=O)c3)ccc2C)c(C)c1
    1524, 1852

# Later entries
# Every second line gives: SRC3 TRFRET art, SRC1 TRFRET art
COc1ccc(OC)c(-c2nc(CN3CCCCC3c3cccnc3)c(C)o2)c1 (stereo unspecified)
    1605, 1717
Nn1c(Cc2cccc3ccccc23)nnc1SCc1c(Cl)cccc1Cl
    1454, 1818
CCOC(=O)C1(CC2CCCCO2)CCN(C(=O)Nc2ccc(C(=O)OC)cc2)CC1 (stereo unspecified)
    1465, 1747
O=C1c2ccc(Oc3cccc([N+](=O)[O-])c3)cc2C(=O)N1c1ccccn1
    1399, 1496
Cc1ccccc1-n1nc(C)c2c(C(=O)NN)cc(-c3ccncc3)nc21
    1477, 1747
COc1cccc(-c2csc(N3CCN(C(=O)Nc4ccc(Cl)cc4)CC3)n2)c1
    1756, 2114
O=C(/C=C1\NC2(CCCC2)Cc2ccccc21)C(=O)N/N=C/c1ccc(O)c(O)c1
    1616, 2054
CCS(=O)(=O)Nc1cccc(C2=NN(C(C)=O)C(c3cccs3)C2)c1 (stereo unspecified)
    1597, 1808
CC(Cc1cccs1)NC(=O)c1cccc(Cl)c1 (stereo unspecified)
    1397, 1877
COc1ccc(N2CCN(C(=O)c3cc(-c4cccs4)nc4ccccc34)CC2)cc1
    1834, 2048
O=C(COC(=O)C1(c2cccc(F)c2)CCCC1)NCc1ccc2c(c1)OCO2
    1638, 1761
CC(C)CC(=O)NNC(=S)Nc1ccc(S(N)(=O)=O)cc1
    1489, 1906
C[n+]1ccc(C(=O)N/N=C/c2ccco2)cc1
    1433, 1649
Cc1ccc(NCc2nnc(SCC(N)=O)o2)c(C)c1
    1461, 1931
COc1ccc(Cl)cc1N(CC(=O)N1CCCCC1)S(C)(=O)=O
    1393, 1706
COc1ccc(OCCCC(=O)Nc2cccc(SC)c2)cc1
    1420, 1861
CCOC(=O)C1(Cc2cccc(Cl)c2)CCCN(C(=O)C2CC2)C1 (stereo unspecified)
    1673, 1706
COc1ccccc1/C=C/CN1CCCC(CCC(=O)NCc2ccc(F)c(F)c2)C1 (stereo unspecified)
    1588, 1716
C=CCNC(=O)COc1ccc(S(=O)(=O)N2CCCC2)cc1
    1649, 1775
COCc1cc(S(=O)c2ccc(Cl)cc2)nc(C)n1 (stereo unspecified)
    1596, 1524
CCN(CC)c1ccc(NC(=O)COc2ccccc2C#N)cc1S(=O)(=O)Nc1ccccc1OC
    1704, 1910
O=C(NC(=S)Nc1ncccn1)c1ccccc1Cl
    1509, 1562
O=C(c1cc([N+](=O)[O-])ccc1Cl)N1CCN(c2ccccc2)CC1
    1636, 1897
O=C1COc2ccc(-c3csc(NCCc4ccccc4)n3)cc2N1
    1673, 1820
CC(=O)Nc1ccc(/C=N/N2C(=O)NC(C)(c3ccc(OC(F)F)cc3)C2=O)cc1 (stereo unspecified)
    1570, 1956
C(=N\Nc1ccccn1)/c1ccc(N2CCOCC2)cc1
    1717, 1800
N#CCCn1cc(CNCc2ccccc2)c(-c2cccc([N+](=O)[O-])c2)n1
    1600, 1822
COc1ccccc1NC(=O)c1ccc(CS(=O)(=O)c2ccc(C)cc2)cc1
    1801, 1894
Cc1c(C(=O)Nc2ccc(F)cc2)oc2ccc(S(=O)(=O)N3CCCC3)cc12
    1421, 1847
COc1cc2ccccc2cc1C(=O)NC(=S)Nc1cccc(C(=O)O)c1
    1454, 1992
CCO[C@H]1OC(C(=O)Nc2ccccc2)=C[C@@H](c2coc3ccccc3c2=O)[C@@H]1CCCO
    1397, 1570
C/C(=N\NC(=O)c1cccc(F)c1)c1cccc(NC(=O)c2ccc(F)cc2)c1
    1634, 1849
O=C(CCc1nnc(CCC2CCCCC2)o1)NCCc1cccnc1
    1631, 1712
Cc1cccc2cc(C#N)c(SCC(=O)NCc3cccs3)nc12
    1454, 1712
NC(=S)N/N=C1\CC(n2nnn(-c3cccc(Cl)c3)c2=S)C2COC1O2 (stereo unspecified)
    1464, 1821
O=C(C1=C[C@H](c2csc3ccccc23)C[C@H](OCCCCO)O1)N1CCN(Cc2ccc3c(c2)OCO3)CC1
    1657, 1595
COc1ccc(Oc2nc(OC)cc(OC)n2)cc1
    1711, 1836
CCCC1(c2ccccc2)NC(=O)N(CC(=O)Nc2cc(S(=O)(=O)N3CCOCC3)ccc2Cl)C1=O (stereo unspecified)
    1591, 1833
COC(=O)c1c(NC(=O)/C=C/c2ccco2)sc2c1CCC2
    1664, 1917
COC(=O)c1ccc(C)c(NC(=O)CCSc2ccc(C)cc2)c1
    1623, 1779
Cc1ccc(/C([O-])=C(/C(=S)NCc2ccccc2)[n+]2ccccc2)cc1[N+](=O)[O-]
    1381, 1938
O=C(NC1CCCCC1)N1CCN(S(=O)(=O)c2ccc(F)cc2)CC1
    1300, 1620
Cc1ccc(C(=O)N(C)c2nnc(-c3ccncc3)s2)cc1
    1606, 2094
Cc1cccc(S(=O)(=O)Nc2ccc3c(c2)OCCO3)c1
    1540, 1535
O=C1OC(c2ccc(Cl)cc2)=N/C1=C\C=C\c1ccco1
    1618, 1727
O=C(CN(c1cccc([N+](=O)[O-])c1)S(=O)(=O)c1ccccc1)NCc1ccccc1
    1602, 1755
O=C1N(Cc2cccc(Cl)c2)C[C@@H]2C[C@@H](c3ccco3)N3CCC[C@@]123
    1556, 1871
CCCn1c(SCC(=O)Nc2nnc(CC)s2)nnc1-c1ccncc1
    1766, 1684
NC(=O)Cc1nc2scc(-c3ccccc3)c2c(=O)[nH]1
    1381, 1568
CN(Cc1ccccc1)C(=C(Cl)Cl)/C(=C1/NCCN1C)[N+](=O)[O-]
    1639, 1736
CCC(C(=O)OCC(=O)Nc1c(Cl)cccc1Cl)c1ccccc1 (stereo unspecified)
    1446, 1648
COc1ccc(C(=O)/C=C/c2ccc(OC)c(CN3CCOCC3)c2)cc1
    1529, 1900
O=C(/C=C/c1ccc(Br)cc1)c1ccc(NC(=O)c2ccco2)cc1
    14077*, 2646*
Cc1cccc(-n2c(N)c(C(=O)NCCN3CCOCC3)c3nc4ccccc4nc32)c1
    1484, 1780
COc1ccc(NC(=O)COC(=O)c2ccc(OCc3ccccc3Cl)c(OC)c2)c(OC)c1
    1483, 1660
COCCn1c(=NC(=O)CN2C(=O)CCC2=O)sc2cc(S(N)(=O)=O)ccc21
    1490, 1695
COc1ccc(Cl)cc1N(CC(=O)N/N=C/c1ccc(OCC(N)=O)cc1)S(C)(=O)=O
    1502, 1774
COc1ccc(OCCCC(=O)Nc2cccc([N+](=O)[O-])c2)cc1
    1782, 1790
Cc1cc2c(cc1C)C(c1ccsc1)CC(=O)N2 (stereo unspecified)
    1719, 2019
CC(O)CSc1nc2c(c(=O)[nH]c(=O)n2C)n1CC(O)COc1ccccc1 (stereo unspecified)
    1666, 1439

# Going on with the list:
# Every second line gives: SRC3 TRFRET art, SRC1 TRFRET art
COC(=O)c1c(NC(=O)CSc2nnc(Cn3nnc4ccccc43)n2C)sc(C)c1C
    1575, 1978
CCOc1ccc2oc(C(=O)NC3CC(C)(C)NC(C)(C)C3)c(C)c2c1
    1505, 1692
O=C(NNC1CC(=O)N(c2ccccc2)C1=O)c1ccco1 (stereo unspecified)
    1442, 1669
COc1ccccc1NS(=O)(=O)c1cc(N)ccc1N1CCCCC1
    1469, 1815
Cc1cc(C)c(NC(=S)N(CCN(C)C)C(C)c2cccnc2)c(C)c1 (stereo unspecified)
    1578, 1973
CC(=O)Oc1ccc(C(=O)Nc2ccccc2C(=O)NCC(C)C)cc1
    1767, 1704
CC(C)CN(CC(C)C)C(=O)Nc1cccc([N+](=O)[O-])c1
    1460, 1705
Cc1cc(C(=O)Cn2nc(C(=O)O)c3ccccc3c2=O)c(C)n1-c1ccccc1
    1653, 1781
COCCn1c(-c2cccc([N+](=O)[O-])c2)nc2c1c(=O)[nH]c(=O)n2Cc1ccccc1
    1438, 1917
COc1cc(C(=O)Oc2ccccc2/C=N/NC(=O)c2ccc(C)c(Cl)c2)cc(OC)c1OC
    1427, 1805
O=[N+]([O-])c1ccc(C2Nc3cccc4cccc(c34)N2)cc1
    1578, 1856
Cc1ccc(-c2nnc(N3CCN(C(=O)c4ccco4)CC3)c3ccccc23)cc1
    1400, 1793
CC(=O)NCCCC(=O)NN1C(=S)N(Cc2ccccc2)C(=O)C1CC(=O)Nc1cccc(C)c1 (stereo unspecified)
    1480, 1696
Cc1cccc(-n2c(-c3csc(C)c3C)n[nH]c2=S)c1
    1639, 1788
CCN1CCN(CC(=O)Nc2cc(C)c(C)cc2[N+](=O)[O-])CC1
    1616, 1916
CC(C)Oc1ccc(CN=C(N)N=C(N)N)cc1Cl
    1609, 1927
CCCC(=O)NNC(=O)CCC(=O)Nc1ccccc1Cl
    1503, 1561
CCc1ccc(OCCCC(=O)NCc2ccccc2)cc1
    1674, 1760
OCCCNC(=S)NC1CCCC1
    1592, 1674
COc1ccc(NC(=O)c2ccc(COCC(F)(F)F)cc2)cc1OC
    1401, 1691
Cc1ccc(NCc2nnc3n2CCCCC3)c(C)c1
    1464, 1703
Cc1cc(C)cc(N/C(N)=N/c2nc(C)cc(C)n2)c1
    1672, 1658
COc1ccc(NC(=O)C23CC4CC(C2)CC(c2ccc(C)cc2)(C4)C3)cc1
    1542, 1608
FC(F)(F)c1cccc(Cc2noc(CN3CCCCC3c3ccccn3)n2)c1 (stereo unspecified)
    1422, 1920
COC(=O)c1c(C)nsc1NC(=O)Oc1ccccc1
    1686, 1783
Cc1ccc2nc(SCc3nc4ccccc4c(=O)[nH]3)[nH]c2c1
    1556, 1689
O=C(COc1ccc2ccc(=O)oc2c1)OCc1ccccc1
    1649, 1882
Cc1nn(-c2ccc(F)cc2)c(Cl)c1/C=C/C(=O)N1CCNC(=O)C1
    1710, 1890
Cc1ccc(N2C(=O)CC(Sc3ncccc3C(=O)O)C2=O)cc1 (stereo unspecified)
    1382, 1677
